# NCI-60 one-dose screen, 48 h, at 10 µM unless noted. Numbers give growth in % (100 = growth as untreated, 0 = no growth, -100 = all killed).
# MDA-MB-231 – MDA-MB-231 breast cancer; 5% of 81,000 active; AID 1794789
# SR – SR leukemia cells; 8.7% of 73,000 active; AID 1794780
# MDA-MB-435 – MDA-MB-435 melanoma | 7.8% of 82,000 active
# RPMI-8226 – RPMI-8226 leukemia cells | 7.5% of 77,000 active | AID 1794781
# K-562 – K-562 leukemia; 7.4% of 78,000 active; AID 1794777
# MOLT-4 – MOLT-4 leukemia cells | 6.9% of 80,000 active
# MDA-MB-468 – MDA-MB-468 breast cancer; 8.5% of 78,000 active
# MCF7 – MCF7 breast cancer; 6.3% of 82,000 active; AID 1794796
# Active calls of the source: *; x = not tested or not shown; & = joins results of further samples; [ ] = dose if it differs, or a comment. The calls were made as follows: active = growth percent below 10; inactive = the rest.
canonical_smiles | SR | MDA-MB-231 | MCF7 | MDA-MB-435 | RPMI-8226 | K-562 | MDA-MB-468 | MOLT-4
COc1ccc(/C(C#N)=C/c2ccc(NC(C)=O)cc2)cc1 | 82 | 92 | 99 | 90 | 74 | 80 | 96 | 69
NC1=NN(c2ccccc2)C(=O)C1 | 103&99 | 89&91 | 99&91 | 104&101 | 136 | 111&108 | 111&116 | 102&102
O=C1NC=C(C(=O)c2cc3ccccc3oc2=O)C(c2ccc(O)cc2)N1 (stereo not given) | 84 | 104 | x | 109 | 101 | 101 | 96 | 108
COc1ccc(C2OCC(C)(C)C(C(C)C)O2)cc1 (stereo not given) | 95 | 114 | 102 | 102 | 113 | 100 | 103 | 98
c1ccc(-c2csc(NN=C3c4ccccc4-c4ccccc43)n2)cc1 | 72 | 65 | x | 93 | 78 | 88 | 41 | 78
O=S(=O)(NCCCNc1nccc(-c2[nH]c(-c3ccccc3)nc2-c2ccc(F)c(O)c2)n1)c1ccc(Br)cc1 | 23 | 80 | 29 | 14 | 63 | 28 | 16 | 37
COc1ccc(CN2C(=O)Cc3ccccc3-n3nc(C(C)(C)C)cc32)cc1 | x | 97 | 83 | 102 | 78 | 80 | 100 | 76
Cc1c(C(=O)NCCc2ccc(N3CCC[C@@H]3C)cc2)nn(-c2ccc(Cl)cc2)c1-c1ccc(Cl)cc1 | 76 | 81 | 63 | 87 | 63 | 63 | 45 | 72
OC(CCN1CCCCC1)(c1ccccc1)C1CC2C=CC1C2 (stereo not given) | 80 | 67 | 102 | 103 | 91 | 86 | 88 | 89
O=S(=O)(O)c1cc(O)c2ccccc2c1 | 109 | 100 | 95 | 110 | 102 | 102 | 122 | 101
COc1ccc(N2CCN(C3=CC(=O)C(C)=C(C)C3=O)CC2)cc1 | 103 | 99 | 92 | 107 | 92 | 97 | 73 | 85
N#Cc1cn(-c2ccccc2)c(=O)[nH]c1=O | 95 | 97 | 104 | 96 | 99 | 100 | 95 | 97
O=C1NNC(c2ccccc2)=N/C1=C\c1ccccc1F | 78 | 90 | 98 | 112 | x | x | 99 | x
Cc1ccc2c(c1)C(N1CCCC1=O)CCN2Cc1ccccc1Cl (stereo not given) | 74 | 87 | 91 | 109 | x | 75 | 95 | 60
NNCc1ccccc1Cl | x | 97 | 88 | 111 | 109 | 103 | 109 | 110
Cc1ccc(S(=O)(=O)/C(C#N)=C/n2ccc(=O)[nH]c2=S)cc1 | 95 | 103 | 102 | 110 | 98 | 98 | 103 | 101
COc1ccc(/C=C2/SC(=O)N(CCCC(=O)N3CCN(c4cc5c(cc4F)c(=O)c(C(=O)O)cn5C4CC4)CC3)C2=O)cc1 | 96 | 88 | 105 | 102 | 118 | 102 | 102 | 102
CCOC(=O)c1cc2c(n1C)-c1[nH]c(=O)c(S(=O)(=O)c3ccccc3)cc1CCC2 | 99 | 108 | 91 | 100 | 79 | 91 | 90 | 87
CC/C=C\C[C@H](O)C/C=C1/C(=O)C=C[C@@H]1C/C=C\CCCC(=O)OCCS(=O)(=O)c1ccccc1 | 8.5* | 40 | 19 | 28 | 15 | 7.8* | x | 8.0*
COc1ccc(-c2nc3ccc(-c4nnc(SCC(=O)Nc5ccc(/C(C)=N\O)cc5)o4)cc3[nH]2)cc1 | 48 | 56 | 37 | 15 | 36 | 32 | 100 | 56
NC(N)=NC(N)=NCCCc1ccccc1 | x | 69[100 µM] | 59[100 µM] | 61[100 µM] | 63[100 µM] | x | -0.2*[100 µM] | 74[100 µM]
CSCCN1C(=O)C(=O)c2cc(F)ccc21 | 94 | 100 | 96 | 107 | x | 95 | 113 | 103
CC1=NCCN1CCc1ccccc1 | 91 | 109 | 102 | 108 | 91 | 94 | 105 | 95
C(=C/c1cnnc2ccccc12)/c1ccccc1 | 70 | 78 | 47 | 86 | 74 | 76 | 35 | 94
O=C1NC(=O)C2(CCc3ccccc3C2)N1 (stereo not given) | 113 | 122 | 116 | 114 | 102 | 110 | 111 | 125

# Another view of some results above:
# Each structure is followed by: SR	MDA-MB-231	MCF7	MDA-MB-435	RPMI-8226	K-562	MDA-MB-468	MOLT-4
- COc1ccc(/C(C#N)=C/c2ccc(NC(C)=O)cc2)cc1
  82	92	99	90	74	80	96	69
- NC1=NN(c2ccccc2)C(=O)C1
  103&99	89&91	99&91	104&101	136	111&108	111&116	102&102
- O=C1NC=C(C(=O)c2cc3ccccc3oc2=O)C(c2ccc(O)cc2)N1 (stereo not given)
  84	104	x	109	101	101	96	108
- COc1ccc(C2OCC(C)(C)C(C(C)C)O2)cc1 (stereo not given)
  95	114	102	102	113	100	103	98
- c1ccc(-c2csc(NN=C3c4ccccc4-c4ccccc43)n2)cc1
  72	65	x	93	78	88	41	78
- O=S(=O)(NCCCNc1nccc(-c2[nH]c(-c3ccccc3)nc2-c2ccc(F)c(O)c2)n1)c1ccc(Br)cc1
  23	80	29	14	63	28	16	37
- COc1ccc(CN2C(=O)Cc3ccccc3-n3nc(C(C)(C)C)cc32)cc1
  x	97	83	102	78	80	100	76
- Cc1c(C(=O)NCCc2ccc(N3CCC[C@@H]3C)cc2)nn(-c2ccc(Cl)cc2)c1-c1ccc(Cl)cc1
  76	81	63	87	63	63	45	72
- OC(CCN1CCCCC1)(c1ccccc1)C1CC2C=CC1C2 (stereo not given)
  80	67	102	103	91	86	88	89
- O=S(=O)(O)c1cc(O)c2ccccc2c1
  109	100	95	110	102	102	122	101
- COc1ccc(N2CCN(C3=CC(=O)C(C)=C(C)C3=O)CC2)cc1
  103	99	92	107	92	97	73	85
- N#Cc1cn(-c2ccccc2)c(=O)[nH]c1=O
  95	97	104	96	99	100	95	97
- O=C1NNC(c2ccccc2)=N/C1=C\c1ccccc1F
  78	90	98	112	x	x	99	x
- Cc1ccc2c(c1)C(N1CCCC1=O)CCN2Cc1ccccc1Cl (stereo not given)
  74	87	91	109	x	75	95	60
- NNCc1ccccc1Cl
  x	97	88	111	109	103	109	110
- Cc1ccc(S(=O)(=O)/C(C#N)=C/n2ccc(=O)[nH]c2=S)cc1
  95	103	102	110	98	98	103	101
- COc1ccc(/C=C2/SC(=O)N(CCCC(=O)N3CCN(c4cc5c(cc4F)c(=O)c(C(=O)O)cn5C4CC4)CC3)C2=O)cc1
  96	88	105	102	118	102	102	102
- CCOC(=O)c1cc2c(n1C)-c1[nH]c(=O)c(S(=O)(=O)c3ccccc3)cc1CCC2
  99	108	91	100	79	91	90	87
- CC/C=C\C[C@H](O)C/C=C1/C(=O)C=C[C@@H]1C/C=C\CCCC(=O)OCCS(=O)(=O)c1ccccc1
  8.5*	40	19	28	15	7.8*	x	8.0*

# Carrying on.
canonical_smiles | SR | MDA-MB-231 | MCF7 | MDA-MB-435 | RPMI-8226 | K-562 | MDA-MB-468 | MOLT-4
N=C(N)SCc1ccc([N+](=O)[O-])cc1 | 92 | 98 | 97 | 99 | 107 | 107 | 108 | 90
CC1=C(/C=C/C(C)=C/C=C/C(C)=C/C=C2/C(=O)/C(=C/C=C(C)/C=C/C=C(C)/C=C/C3=C(C)CCCC3(C)C)[C@@H]3CC[C@@H]2N3C)C(C)(C)CCC1 | 69 | 93 | 85 | 96 | 27 | 74 | x | 67
O=C(NCCc1c[nH]c2ccccc12)c1cc(S(=O)(=O)NCCc2c[nH]c3ccccc23)c(O)c(O)c1O | 59 | 82 | 89 | 101 | 86 | x | 131 | 92
CCOC(=O)c1cc2n(n1)CC(c1ccccc1)N2 (stereo not given) | 97 | 101 | 94 | 95 | 102 | 107 | 100 | 119
CO/N=C(\C)c1ccc(NC(=O)C(C)N2CCN(c3cc4c(cc3F)c(=O)c(C(=O)O)cn4C3CC3)CC2)cc1 (stereo not given) | 73 | 71 | 88 | 101 | 106 | 82 | 100 | 85
Cn1c2c(c3ccc(Cl)c(Cl)c31)C(C#N)C1(CCCC1)NC2=O (stereo not given) | 37 | 81 | 76 | 111 | 63 | 97 | x | 83
O=c1[nH]c2ccccc2n1C1CCN(CCOc2ccccc2)CC1 | x | 91 | 81 | 98 | 41 | 11 | 79 | 86
O=C(NCCCCCCCCNC(=O)c1cccc2ccccc12)c1cccc2ccccc12 | 73 | 50 | 111 | 90 | 81 | 70 | x | 68
CNc1nc(Cl)nc2ncn(C)c12 | 110 | 111 | 105 | 100 | 98 | 108 | 116 | 109
O=C(c1ccc2nc(NS(=O)(=O)c3ccc4ccccc4c3)sc2c1)N1CCN(c2ccco2)CC1 | 95 | 103 | 96 | 106 | 104 | 95 | 103 | 96
CCNC(=O)Nc1ccc(NC(=O)c2[nH]c(C)c(Cl)c2Cl)c(OC)c1 | 85 | 88 | 83 | 93 | 94 | 100 | 81 | 89
C(/C=C/c1ccccc1)=Nc1ccc(CCc2ccc(N=C/C=C/c3ccccc3)cc2)cc1 | 47 | 92 | 69 | 115 | 95 | 78 | 83 | 78
C#CCOc1cc(-c2nc3sccn3c2-c2ccnc(S(C)=O)n2)ccc1F (stereo not given) | 72 | 91 | 76 | 99 | 93 | 87 | 66 | 86
CSC1=C(N)C(=O)c2[nH]cc(CO)c2C1=N | 6.1* | 2.6* | -42* | -84* | -33* | -24* | -73* | -24*
CC(C)(C)c1nn(-c2ccccc2)c2c1C(=O)CSC(c1ccccc1Cl)N2 (stereo not given) | -14* | 66 | 17 | -12* | 43 | x | 20 | 21
Cc1cc(Cc2cc(C)c(O)c(C(C)(C)C)c2)cc(C(C)(C)C)c1O | x | 41 | 50 | 82 | 49 | x | 74 | 50
O=C(c1c(F)c(F)c(F)c(F)c1F)n1ccnc1 | x | x | 93 | 109 | 105 | 96 | 105 | 96
C#CCNC(=O)c1ccc(N=Nc2ccccc2)cc1 | 100 | 102 | 95 | 84 | 94 | 106 | 94 | 89
CN1CCOc2c1cnn(CCO)c2=O | x | 107 | 100 | 99 | 102 | 103 | 103 | 112
Cc1cccc(NC(=O)Nc2ccc(-c3ccc4c(c3)NC(=O)/C4=C\c3ccc[nH]3)cc2)c1 | 24 | 93 | 15 | 79 | 91 | 83 | -0.7* | 54
CCOc1c(C#N)c(Nc2ccc(S(N)(=O)=O)cc2)c(C#N)c(=O)n1C(C)=O | 93 | 96 | 95 | 102 | 118 | 111 | 92 | 105
COc1cccc(COc2ccc(NC(=O)Nc3ccc(Cl)c(C(F)(F)F)c3)cc2)c1 | x | 52 | 24 | 59 | 14 | 27 | 2.7* | 28
O=C1C[C@H](Sc2nc3c(c(C(F)(F)F)n2)CCCC3)[C@H]2CO[C@@H]1O2 | x | 100 | 99 | 103 | 100 | x | 90 | x
CCOC(=O)c1noc2c1CCc1cn(Cc3ccc(OC)c(OC)c3)cc1-2 | 81 | 120 | 104 | 109 | 108 | 72 | 106 | 79
Cc1[nH]c(C2CC(c3ccc(C(F)(F)F)c(F)c3)=NN2C)c(C)c1C(=O)O (stereo not given) | 87 | 100 | 94 | 103 | 106 | 89 | 96 | 94
Nc1ccccc1C#Cc1ccccc1C#Cc1ccc(OCCCCCOc2ccc(C#Cc3ccccc3C#Cc3ccccc3N)cc2)cc1 | 103 | 89 | 114 | 89 | 109 | 97 | x | 95
Nc1nccc(N2CCCC(CO)(CCCc3ccccc3)C2)n1 (stereo not given) | 94 | 87 | 86 | 89 | 81 | 67 | 67 | 88
O=CN1N=C(c2cccc(Nc3ccnc4cc(Cl)ccc34)c2)CC1c1ccccc1 (stereo not given) | 9.7* | 7.3* | 19 | -34* | 28 | 18 | 13 | 10
C=CCOc1ccc(/C(O)=C2\C(=O)C(=O)N(c3nccs3)C2c2ccccc2F)cc1 (stereo not given) | x | 112 | 112 | 94 | 136 | 109 | x | 98
O=C(CN1C(=O)S/C(=C\C(Cl)=C\c2ccccc2)C1=O)NCCc1ccc(O)cc1 | 1.7* | 30 | 20 | 2.7* | 0.1* | 10 | 17 | 5.1*
C[C@H]1[C@H]2C3=CC[C@@H]4[C@@]5(C)CCC(=O)NC(C)(C)[C@@H]5CC[C@@]4(C)[C@]3(C)CC[C@@]2(C(=O)O)CC[C@@H]1C | 88 | 92 | 85 | 90 | 59 | x | 86 | 87
Fc1ccccc1CNc1c2ccccc2nc2ccccc12 | 18 | 54 | 16 | 56 | 12 | 14 | 22 | 17
C/C(=N/NC(N)=O)c1ccc([N+](=O)[O-])o1 | 103 | 98 | 92 | 109 | 113 | 125 | 106 | 108
N/C(=N\C(N)=N\c1nc2ccccc2s1)c1ccc([N+](=O)[O-])cc1 | 59 | 82 | 93 | 109 | 98 | 89 | x | 89
CC(O)(c1ccccc1)c1ccccc1 | 94 | 112 | 123 | 103 | 93 | 110 | 94 | 104
COc1ccc(C2=NN(C(C)=O)C(c3sc(N(C)Cc4ccccc4)nc3Cl)C2)cc1 (stereo not given) | 89 | 98 | 79 | 102 | 83 | 74 | 102 | 92
Cc1cc(C(C)(C)C)cc(O)c1O | 82 | 122 | 100 | 96 | 92 | 84 | 91 | 86
CCN1C2=C(SC(=S)C1=C1SC(C(=O)c3ccccc3)=C(C(=O)c3ccccc3)S1)SC(=Nc1ccccc1)C2=O | 28 | 92 | 56 | 94 | 36 | 80 | 100 | 28

# Screening results from PubChem BioAssay.

# Hits appear at their usual frequency; any-hit rate near 15%.
